TDP2 absorb: blocks human TDP2 phosphodiesterase activity; 370,000 compounds, 0.34% hits; inhibition, % at 12.8 µM; O95551; AID 720702; recombinant TDP2, T5PNP hydrolysis, p-nitrophenol absorbance 415 nm;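 active means inhibition above the mean of all tested compounds plus 3 SD, set per campaign, cut at about 25% in these data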;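 further: 0% = DMSO with enzyme and 100% = buffer with substrate but no TDP2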
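test system = human TDP2 enzyme | input = TDP2 enzyme at 120 nM final | medium = 50 mM Tris-HCl pH 7.5 with Mg2+, KCl, DTT, BSA | also added = T5PNP substrate, 5 mM | times = 2 h at 37 °C | technique = epi absorbance | benchmarks = high control without enzyme, low control DMSO plus TDP2 | replication = each compound tested once, singlicate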
ADAM10 inh: inhibits human ADAM10; recombinant ADAM10, EDANS/DABCYL FRET peptide cleavage, 3 h; inhibition, % at 7 µM; 370,000 compounds, 0.62% hits;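 active means inhibition above a per-campaign cutoff equal to the mean of compounds falling between control-based bounds plus 3 SD, cut at about 20% in these data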;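 further: 0% = DMSO wells while the 100% control is not disclosed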
Tn6 DDE FP: disrupts Tn6 cyclic peptide binding to fibrin D-Dimer-E complex | P02675 | Fibrin DD(E) TRITC-Tn6 fluorescence polarization displacement | inhibition, % at 8.3 µM | 370,000 compounds, 0.21% hits | AID 720509;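 active means inhibition above a per-campaign cutoff: mean of compounds within control limits plus 3 SD, cut at about 15% in these data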;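 further: 0% = median of all compound wells on the plate and 100% = blocking peptide control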
PLC-beta3 inh: inhibitors of human phospholipase C beta3; Q01970; Purified PLC-beta3, fluorogenic substrate, fluorescence; inhibition, % at 12.2 µM; 370,000 compounds, 0.18% hits; in the data active means inhibition above about 11%;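 further: 0% = median of compound wells on plate and 100% = full blocker control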
ARFGAP1 inhibitor: inhibitors of rat ARFGAP1; inhibition, % at 16.5 µM; Arfgap1-stimulated ARF1 GTP hydrolysis, GDP FP detection; AID 651572; 360,000 compounds, 0.26% hits;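 active means inhibition above a per-plate limit, mean inhibition of low control wells plus 3 SD, cut at about 25% in these data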;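 further: 0% = DMSO wells with enzyme and 100% = wells lacking Arfgap1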
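Material: rat Arfgap1 GAP domain (His6, aa 1-136), purified enzyme. Also added: human ARF1(Δ1-17)-GTP substrate. Compound dosing: 16.5 µM single point, 1.26% DMSO. Timing: enzyme reaction 120 min at 25 °C after 20 min preincubation. Signal: GDP detection by fluorescence polarization. Read-out basis: percent inhibition of GAP-stimulated GDP formation, scaled between DMSO and no-Arfgap1 medians.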
PLCg1 inh: inhibitors of human phospholipase C gamma1. inhibition, % at 12.2 µM. purified PLC-gamma1, fluorogenic substrate, fluorescence. AID 720700. P19174. 370,000 compounds, 0.84% hits; in the data active means inhibition above about 9.5%
Target sequence (P19174 whole entry, looked up): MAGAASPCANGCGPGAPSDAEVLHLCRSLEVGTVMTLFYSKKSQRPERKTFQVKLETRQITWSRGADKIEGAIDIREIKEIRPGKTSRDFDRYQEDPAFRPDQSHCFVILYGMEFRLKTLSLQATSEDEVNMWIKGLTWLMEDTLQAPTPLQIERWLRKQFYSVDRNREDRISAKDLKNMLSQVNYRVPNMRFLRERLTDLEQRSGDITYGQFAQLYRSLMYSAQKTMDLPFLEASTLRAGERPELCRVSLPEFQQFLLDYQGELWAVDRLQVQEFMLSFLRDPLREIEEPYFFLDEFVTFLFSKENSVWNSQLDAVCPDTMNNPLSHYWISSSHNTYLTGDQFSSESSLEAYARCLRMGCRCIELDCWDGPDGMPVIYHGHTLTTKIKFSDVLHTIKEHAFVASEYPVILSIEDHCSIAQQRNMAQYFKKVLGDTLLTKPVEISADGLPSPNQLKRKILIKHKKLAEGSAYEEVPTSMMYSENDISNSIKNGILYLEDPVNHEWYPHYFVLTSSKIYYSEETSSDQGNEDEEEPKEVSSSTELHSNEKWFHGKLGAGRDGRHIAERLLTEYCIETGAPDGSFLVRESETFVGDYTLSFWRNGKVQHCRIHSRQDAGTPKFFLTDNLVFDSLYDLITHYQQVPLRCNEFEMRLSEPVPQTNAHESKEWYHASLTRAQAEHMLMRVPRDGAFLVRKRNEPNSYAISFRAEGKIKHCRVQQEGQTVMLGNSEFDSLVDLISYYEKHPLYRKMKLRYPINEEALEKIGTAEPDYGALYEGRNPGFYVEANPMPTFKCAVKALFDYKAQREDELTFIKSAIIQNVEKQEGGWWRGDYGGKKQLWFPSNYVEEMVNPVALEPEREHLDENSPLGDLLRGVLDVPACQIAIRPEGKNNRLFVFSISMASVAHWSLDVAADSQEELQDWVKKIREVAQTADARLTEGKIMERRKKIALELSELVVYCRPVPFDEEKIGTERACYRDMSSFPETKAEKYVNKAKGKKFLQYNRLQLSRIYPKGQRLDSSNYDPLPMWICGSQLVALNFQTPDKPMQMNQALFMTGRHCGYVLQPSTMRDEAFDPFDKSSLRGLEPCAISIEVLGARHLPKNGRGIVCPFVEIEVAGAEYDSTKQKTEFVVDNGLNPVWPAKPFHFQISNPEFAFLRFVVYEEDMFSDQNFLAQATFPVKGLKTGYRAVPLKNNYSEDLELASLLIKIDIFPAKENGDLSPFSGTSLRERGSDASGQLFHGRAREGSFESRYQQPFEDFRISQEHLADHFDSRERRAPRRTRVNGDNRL
SIAE primary: inhibitors of human sialic acid acetylesterase SIAE | Q9HAT2 | SIAE FP-Rh probe binding, fluorescence polarization | inhibition, % at 9.66 µM | 370,000 compounds, 0.69% hits | AID 1053197;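 active means inhibition above a cutoff: mean of compounds within the control limits plus 3 SD of those, cut at about 17% in these data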;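 further: 0% = plate median of compound wells and 100% = probe without SIAE protein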
ADAM17 inh: ADAM17 inhibition, QFRET primary screen; P78536; recombinant ADAM17, EDANS/DABCYL FRET peptide cleavage; inhibition, % at 6.95 µM; 370,000 compounds, 0.83% hits;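 active means inhibition above the mean of compounds lying between control limits plus 3 SD, set per campaign, cut at about 8.5% in these data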;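 further: 0% = DMSO-only wells as the low control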
DDE Tn7 FP inh: inhibitors of Tn7 peptide binding to human fibrin DD(E); FP displacement of FITC-Tn7 peptide from fibrin DD(E); 0% = median of compound wells per plate; inhibition, % at 8.3 µM; 370,000 compounds, 0.13% hits;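 active means inhibition above the mean of compounds falling within the control limits plus 3 SD of them, cut at about 14% in these data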;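 further: 0% = plate median of compound wells and 100% = 10 µM Aha-Tn7 peptide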
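Test system – human fibrin DD(E) · Times – 10 min preincubation, 3 h with tracer, room temperature · Detection – fluorescence polarization of the labelled Tn7 tracer · Measure – percent inhibition normalized to high-control wells · Benchmarks – high control wells with 10 µM unlabelled Aha-Tn7 peptide (full inhibition) · Repeats – singlicate testing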
ASAP1 GAP inh: inhibitors of human ASAP1 ArfGAP activity; Q9ULH1; ASAP1-stimulated ARF1 GTP hydrolysis, GDP FP detection; inhibition, % at 16.5 µM; 360,000 compounds, 0.19% hits; in the data active means inhibition above about 25%;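 further: 0% = vehicle with enzyme and substrate and 100% = no enzyme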
Numbers without * were called inactive.

What do the screens show for `O=C(c1c(F)cccc1F)N1CCN(S(=O)(=O)c2ccc3c(c2)OCCO3)CC1`?
TDP2 absorb: 3; ADAM10 inh: -6; Tn6 DDE FP: 5; PLC-beta3 inh: -1; ARFGAP1 inhibitor: 7; PLCg1 inh: 0; SIAE primary: 1; ADAM17 inh: -8; DDE Tn7 FP inh: 2; ASAP1 GAP inh: -1

How did Cc1cc(C)cc(N2CCCn3c2nc2c3c(=O)n(CCN3CCOCC3)c(=O)n2C)c1 do in these assays?
TDP2 absorb: -6; ADAM10 inh: -10; Tn6 DDE FP: 7; PLC-beta3 inh: 0; ARFGAP1 inhibitor: 12; PLCg1 inh: -2; SIAE primary: 1; ADAM17 inh: -2; DDE Tn7 FP inh: 8; ASAP1 GAP inh: 7

How did O=C(OCCN1CCN(C2=NS(=O)(=O)c3ccccc32)CC1)c1cccc(Br)c1 do in these assays?
TDP2 absorb: -10; ADAM10 inh: -8; Tn6 DDE FP: 3; PLC-beta3 inh: -10; ARFGAP1 inhibitor: 5; PLCg1 inh: -2; SIAE primary: -2; ADAM17 inh: -1; DDE Tn7 FP inh: 2; ASAP1 GAP inh: 1

What do the screens show for `O=C(CSc1nnc(-c2ccccc2)o1)c1nnc(-c2ccccc2)o1`?
TDP2 absorb: 8; ADAM10 inh: -5; Tn6 DDE FP: -8; PLC-beta3 inh: -20; ARFGAP1 inhibitor: -10; PLCg1 inh: -18; SIAE primary: -10; ADAM17 inh: -4; DDE Tn7 FP inh: -9; ASAP1 GAP inh: -9

How did Cc1ccc(S(=O)(=O)NCCC(=O)NCc2ccc3c(c2)OCO3)cc1C do in these assays?
TDP2 absorb: -16; ADAM10 inh: 0; Tn6 DDE FP: -3; PLC-beta3 inh: -1; ARFGAP1 inhibitor: -7; PLCg1 inh: -2; SIAE primary: 2; ADAM17 inh: -5; DDE Tn7 FP inh: 3; ASAP1 GAP inh: -3

Results for C[C@H]1CN([C@@H](C)CO)C(=O)CCCn2nncc2CO[C@@H]1CN(C)S(=O)(=O)c1cccc(F)c1 ?
TDP2 absorb: -18; ADAM10 inh: 6; Tn6 DDE FP: 3; PLC-beta3 inh: 3; ARFGAP1 inhibitor: -4; PLCg1 inh: 4; SIAE primary: 0; ADAM17 inh: 8; DDE Tn7 FP inh: -7; ASAP1 GAP inh: -3

Results for NC(=O)NC(CC(=O)NCCCc1ccccc1)c1ccccc1Cl (configuration not stated) ?
TDP2 absorb: -2; ADAM10 inh: 0; Tn6 DDE FP: -4; PLC-beta3 inh: -2; ARFGAP1 inhibitor: 1; PLCg1 inh: 2; SIAE primary: -1; ADAM17 inh: -4; DDE Tn7 FP inh: -3; ASAP1 GAP inh: 6

What do the screens show for `Cc1ccc(CS(=O)(=O)CCC(=O)NCc2ccc3c(c2)OCO3)cc1`?
TDP2 absorb: 7; ADAM10 inh: 4; Tn6 DDE FP: -2; PLC-beta3 inh: -3; ARFGAP1 inhibitor: 4; PLCg1 inh: 1; SIAE primary: 0; ADAM17 inh: -4; DDE Tn7 FP inh: 9; ASAP1 GAP inh: 6

How did COc1ccc(C)cc1N(C(=O)c1snc(C(N)=O)c1N)C(C(=O)NC1CCCCC1)c1ccc(C)o1 (configuration not stated) do in these assays?
TDP2 absorb: 5; ADAM10 inh: -16; Tn6 DDE FP: 0; PLC-beta3 inh: -28; ARFGAP1 inhibitor: 10; PLCg1 inh: -17; SIAE primary: 2; ADAM17 inh: -6; DDE Tn7 FP inh: -4; ASAP1 GAP inh: -14

Results for Cc1ccc(Nc2c(F)c(F)c(F)c(F)c2C(=O)O)c(C)c1 ?
TDP2 absorb: 1; ADAM10 inh: 3; Tn6 DDE FP: 2; PLC-beta3 inh: -6; ARFGAP1 inhibitor: -17; PLCg1 inh: -3; SIAE primary: 2; ADAM17 inh: 1; DDE Tn7 FP inh: -8; ASAP1 GAP inh: 0

What do the screens show for `COc1cc(C2c3sc(=O)[nH]c3SC3C(=O)N(c4ccc(Br)cc4)C(=O)C32)ccc1O` (configuration not stated)?
TDP2 absorb: 1; ADAM10 inh: 0; Tn6 DDE FP: 3; PLC-beta3 inh: -19; ARFGAP1 inhibitor: -5; PLCg1 inh: -7; SIAE primary: -2; ADAM17 inh: -1; DDE Tn7 FP inh: 2; ASAP1 GAP inh: 5

How did O=S(=O)(c1ccc(F)cc1)N1CCN(c2ncnc3c2cnn3-c2ccccc2)CC1 do in these assays?
TDP2 absorb: 11; ADAM10 inh: 3; Tn6 DDE FP: -13; PLC-beta3 inh: 0; ARFGAP1 inhibitor: 0; PLCg1 inh: 1; SIAE primary: 1; ADAM17 inh: -5; DDE Tn7 FP inh: 5; ASAP1 GAP inh: -8

How did CCC(=O)Nc1ccc(C(=O)COC(=O)c2nc3nccc(C)n3n2)cc1 do in these assays?
TDP2 absorb: -4; ADAM10 inh: -11; Tn6 DDE FP: -3; PLC-beta3 inh: -15; ARFGAP1 inhibitor: -10; PLCg1 inh: -6; SIAE primary: 4; ADAM17 inh: -4; DDE Tn7 FP inh: -3; ASAP1 GAP inh: 4

How did COC(=O)c1cccc2c1C(=O)c1cc([N+](=O)[O-])ccc1-2 do in these assays?
TDP2 absorb: 9; ADAM10 inh: -4; Tn6 DDE FP: 3; PLC-beta3 inh: -9; ARFGAP1 inhibitor: 3; PLCg1 inh: -3; SIAE primary: 2; ADAM17 inh: 1; DDE Tn7 FP inh: 4; ASAP1 GAP inh: 1

How did Cc1cccc2sc(NC(=O)CCNC(=O)c3ccco3)nc12 do in these assays?
TDP2 absorb: -1; ADAM10 inh: -11; Tn6 DDE FP: -4; PLC-beta3 inh: -9; ARFGAP1 inhibitor: 1; PLCg1 inh: 3; SIAE primary: -6; ADAM17 inh: -4; DDE Tn7 FP inh: 0; ASAP1 GAP inh: 0

How did Cc1ccc(NC(=S)Nc2cc(C)on2)cc1 do in these assays?
TDP2 absorb: -2; ADAM10 inh: 0; Tn6 DDE FP: 2; PLC-beta3 inh: 1; ARFGAP1 inhibitor: -8; PLCg1 inh: 1; SIAE primary: 6; ADAM17 inh: -2; DDE Tn7 FP inh: -3; ASAP1 GAP inh: 1

What do the screens show for `CC(c1ccccc1)n1c(N2CCNCC2)nc2c1c(=O)[nH]c(=O)n2C` (configuration not stated)?
TDP2 absorb: -2; ADAM10 inh: -4; Tn6 DDE FP: 0; PLC-beta3 inh: -1; ARFGAP1 inhibitor: 14; PLCg1 inh: -3; SIAE primary: -1; ADAM17 inh: -2; DDE Tn7 FP inh: -6; ASAP1 GAP inh: 16

How did CCOC(=O)Cn1nc(C)c2c1CCCC2=O do in these assays?
TDP2 absorb: 7; ADAM10 inh: 3; Tn6 DDE FP: 10; PLC-beta3 inh: -4; ARFGAP1 inhibitor: 13; PLCg1 inh: 2; SIAE primary: 5; ADAM17 inh: -4; DDE Tn7 FP inh: 5; ASAP1 GAP inh: 0

Results for CC(NC(=O)Nc1cccc(Cl)c1)C(c1cccs1)N1CCCC1 (configuration not stated) ?
TDP2 absorb: -7; ADAM10 inh: -4; Tn6 DDE FP: 1; PLC-beta3 inh: -2; ARFGAP1 inhibitor: -7; PLCg1 inh: 1; SIAE primary: 4; ADAM17 inh: -5; DDE Tn7 FP inh: 6; ASAP1 GAP inh: -10

Results for C#CCNC(=O)C(C)c1ncc(C(F)(F)F)cc1Cl (configuration not stated) ?
TDP2 absorb: -5; ADAM10 inh: 4; Tn6 DDE FP: 5; PLC-beta3 inh: -1; ARFGAP1 inhibitor: -9; PLCg1 inh: 1; SIAE primary: -4; ADAM17 inh: -3; DDE Tn7 FP inh: 3; ASAP1 GAP inh: 6

How did CCC1C(=O)NCCN1C(=O)CCc1nnc(CCc2ccc(OC)cc2)o1 (configuration not stated) do in these assays?
TDP2 absorb: 6; ADAM10 inh: 5; Tn6 DDE FP: 2; PLC-beta3 inh: -7; ARFGAP1 inhibitor: 7; PLCg1 inh: -2; SIAE primary: 0; ADAM17 inh: -4; DDE Tn7 FP inh: -3; ASAP1 GAP inh: -3

Results for CC(=O)c1ccc(NC(=O)CSc2nc(N)c3cc4c(nc3n2)CCCC4)cc1 ?
TDP2 absorb: 0; ADAM10 inh: -110; Tn6 DDE FP: -1; PLC-beta3 inh: -14; ARFGAP1 inhibitor: 16; PLCg1 inh: -10; SIAE primary: -17; ADAM17 inh: -31; DDE Tn7 FP inh: 3; ASAP1 GAP inh: 5

How did Nc1nc(CN2CCC(Cc3ccccc3)CC2)nc(Nc2ccccc2)n1 do in these assays?
TDP2 absorb: 6; ADAM10 inh: 6; Tn6 DDE FP: 9; PLC-beta3 inh: 1; ARFGAP1 inhibitor: 3; PLCg1 inh: 4; SIAE primary: 9; ADAM17 inh: -4; DDE Tn7 FP inh: 10; ASAP1 GAP inh: 7

How did Cc1nc(NC(=O)COC(=O)CCc2nc3ccccc3s2)c(Cl)cc1Cl do in these assays?
TDP2 absorb: -11; ADAM10 inh: -13; Tn6 DDE FP: -6; PLC-beta3 inh: 0; ARFGAP1 inhibitor: 2; PLCg1 inh: 4; SIAE primary: -3; ADAM17 inh: 2; DDE Tn7 FP inh: -8; ASAP1 GAP inh: -2

How did CC1CN(C(=O)c2c([N+](=O)[O-])cnn2C)CC(C)O1 (configuration not stated) do in these assays?
TDP2 absorb: -1; ADAM10 inh: 5; Tn6 DDE FP: -6; PLC-beta3 inh: 6; ARFGAP1 inhibitor: 6; PLCg1 inh: -1; SIAE primary: -4; ADAM17 inh: 3; DDE Tn7 FP inh: -8; ASAP1 GAP inh: -4

An excerpt from above in order of molecular weight, highest first.
How did Cc1nc(NC(=O)COC(=O)CCc2nc3ccccc3s2)c(Cl)cc1Cl do in these assays?
TDP2 absorb: -11; ADAM10 inh: -13; Tn6 DDE FP: -6; PLC-beta3 inh: 0; ARFGAP1 inhibitor: 2; PLCg1 inh: 4; SIAE primary: -3; ADAM17 inh: 2; DDE Tn7 FP inh: -8; ASAP1 GAP inh: -2

What do the screens show for `CC(c1ccccc1)n1c(N2CCNCC2)nc2c1c(=O)[nH]c(=O)n2C` (configuration not stated)?
TDP2 absorb: -2; ADAM10 inh: -4; Tn6 DDE FP: 0; PLC-beta3 inh: -1; ARFGAP1 inhibitor: 14; PLCg1 inh: -3; SIAE primary: -1; ADAM17 inh: -2; DDE Tn7 FP inh: -6; ASAP1 GAP inh: 16

How did CCOC(=O)Cn1nc(C)c2c1CCCC2=O do in these assays?
TDP2 absorb: 7; ADAM10 inh: 3; Tn6 DDE FP: 10; PLC-beta3 inh: -4; ARFGAP1 inhibitor: 13; PLCg1 inh: 2; SIAE primary: 5; ADAM17 inh: -4; DDE Tn7 FP inh: 5; ASAP1 GAP inh: 0

Screening data deposited in PubChem BioAssay by The Scripps Research Institute Molecular Screening Center.
